Screens from PubChem.
PME-1 primary: blocks human protein phosphatase methylesterase 1 | Q9Y570 | recombinant PME-1, FP-Rh probe fluorescence polarization | inhibition, % at 5.9 µM | 320,000 compounds, 0.53% hits | AID 2130;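 active = inhibition above the campaign mean of all compounds plus 3 SD, cut at about 26% in these data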;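 note: competitive labeling of PME-1 active site by serine hydrolase directed probe; 0% = PME-1 with DMSO and 100% = wells lacking PME-1 enzyme; inhibitors block probe labeling so polarization falls and inhibition rises; many of its hits are not listed in these tables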
MEX-5 binding: C. elegans MEX-5 TCR-2 RNA binding activity; MEX-5/FITC-TCR2 RNA binding, fluorescence polarization; stronger effect = lower value; activity score (negative = inhibition of binding), % at 10 µM; 300,000 compounds, 0.38% hits; AID 1832;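 active = inhibition past about -25% in most replicates, and total fluorescence under double the plate's negative control median, limit read from the data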;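 note: 0% = DMSO and -100% = 5 µM competing unlabeled TCR2 RNA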
GRK2 aptamer HTS: blocks RNA aptamer binding to human GRK2; 330,000 compounds, 0.59% hits; inhibition of aptamer binding, % at 10 µM; bead flow cytometry, FAM-aptamer displacement from GRK2; AID 488847;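 active = inhibition of aptamer binding above 40%, roughly 3 SD of noise, on plates passing a quality check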;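 note: median bead fluorescence of bound FAM aptamer so fluorescent compounds give negative values; no value below 0 was filed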
Bcl-xL primary: blocks human Bcl-xL binding to Bim BH3 peptide | GST-Bcl-xL / FITC-Bim BH3 peptide fluorescence polarization | inhibition, % at 10.9 µM | 320,000 compounds, 0.7% hits;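 active = inhibition above the mean of all tested compounds plus 3 SD, cutoff set per campaign, cut at about 30% in these data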;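 note: 0% = DMSO wells and 100% = unlabeled Bim-BH3 peptide competitor; inhibitors lower millipolarization by displacing the labeled peptide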
Efflux pump mplx: inhibitors of Candida antifungal efflux pumps expressed in yeast. 330,000 compounds, 0.44% hits. inhibition, % at 10 µM. S. cerevisiae Candida pump triplex, Nile Red efflux;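 active = plate passing quality check with inhibition over a set limit, or well fluorescence over plate mean plus 4 SD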;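 note: Nile Red retained in pooled yeast measured as flow cytometry median fluorescence; 0% = buffer negative control and 100% = Enniatin B positive control; higher means more Nile Red kept so more efflux inhibition; some compounds called inactive have numbers as strong as hits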
GLD-1 RNA inh: GLD-1-TGE RNA interaction inhibition (C. elegans). Q17339. purified GLD-1 + fluorescein TGE RNA, fluorescence polarization. inhibition, % at 5.96 µM. 320,000 compounds, 0.44% hits;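 active = percent inhibition above a per-plate cutoff, the plate mean of test compounds plus 3 SD, cut at about 30% in these data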;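 note: 0% = DMSO wells with GLD-1 and probe and 100% = wells lacking GLD-1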
Fam108B counter: blocks mouse Fam108B hydrolase in RBBP9 counter-screen. inhibition, % at 9.51 µM. 300,000 compounds, 0.33% hits. recombinant Fam108B, FP-Rh probe fluorescence polarization;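 active = inhibition above the screen mean inhibition plus 3 SD, computed separately per campaign, cut at about 18% in these data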;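 note: inhibitors lower polarization as less probe binds the enzyme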
VLA-4 inh: inhibition in a human VLA-4 binding assay | VLA-4 expressing cells, ligand binding flow cytometry | 330,000 compounds, 0.2% hits | P13612 | inhibition, % (about 7 µM as worked out from the volumes in the protocol); in the data active = inhibition above about 50%
Target sequence (P13612 whole entry, looked up): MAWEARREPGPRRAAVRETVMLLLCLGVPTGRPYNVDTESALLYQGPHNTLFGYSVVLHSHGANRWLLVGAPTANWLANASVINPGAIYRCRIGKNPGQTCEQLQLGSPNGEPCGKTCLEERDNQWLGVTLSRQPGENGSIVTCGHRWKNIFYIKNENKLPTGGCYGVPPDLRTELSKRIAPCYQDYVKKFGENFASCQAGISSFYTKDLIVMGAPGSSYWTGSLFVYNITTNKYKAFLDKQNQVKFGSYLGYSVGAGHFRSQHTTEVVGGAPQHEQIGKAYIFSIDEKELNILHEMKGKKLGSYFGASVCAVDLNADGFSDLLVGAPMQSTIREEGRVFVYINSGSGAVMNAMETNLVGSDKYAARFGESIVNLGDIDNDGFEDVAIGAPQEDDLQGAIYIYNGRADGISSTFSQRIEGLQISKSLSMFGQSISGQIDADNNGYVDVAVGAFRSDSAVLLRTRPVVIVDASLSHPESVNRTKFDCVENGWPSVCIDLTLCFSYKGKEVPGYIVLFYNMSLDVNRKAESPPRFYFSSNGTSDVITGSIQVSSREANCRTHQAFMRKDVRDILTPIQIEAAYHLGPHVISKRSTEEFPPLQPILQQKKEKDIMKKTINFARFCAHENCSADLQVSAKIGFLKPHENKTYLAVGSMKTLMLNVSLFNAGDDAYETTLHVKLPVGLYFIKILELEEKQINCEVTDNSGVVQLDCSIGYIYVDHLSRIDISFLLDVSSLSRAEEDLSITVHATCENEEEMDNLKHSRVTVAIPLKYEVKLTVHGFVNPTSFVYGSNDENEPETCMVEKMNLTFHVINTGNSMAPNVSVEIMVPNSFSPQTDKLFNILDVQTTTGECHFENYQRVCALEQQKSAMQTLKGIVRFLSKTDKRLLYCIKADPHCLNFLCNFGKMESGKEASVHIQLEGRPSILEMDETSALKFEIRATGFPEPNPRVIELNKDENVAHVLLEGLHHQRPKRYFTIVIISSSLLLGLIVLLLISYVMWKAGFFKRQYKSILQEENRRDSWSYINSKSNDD
MCL1-BIM inh: MCL1-BIM-BH3 interaction inhibition (human); Q07820; GST-MCL1 / FITC-Bim-BH3 fluorescence polarization; inhibition, % at 10.9 µM; 320,000 compounds, 0.68% hits; AID 2057;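 active = inhibition above the mean inhibition of all tested compounds plus 3 SD, set per campaign, cut at about 40% in these data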;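 note: 0% = DMSO wells and 100% = unlabeled Bim-BH3 peptide control; higher means more loss of mP so more displacement of Bim peptide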
Active calls of the source: *; . = no result given. These rows are one share of the data (hit frequency here may not be typical).

No.	structure	PME-1 primary	MEX-5 binding	GRK2 aptamer HTS	Bcl-xL primary	Efflux pump mplx	GLD-1 RNA inh	Fam108B counter	VLA-4 inh	MCL1-BIM inh
1	CCC1(c2ccc(F)cc2)NC(=O)N(CC(=O)Nc2ccccc2C)C1=O (stereo unspecified)	-3	2.3	0	5	-0.1	-7	-5	-2	3
2	CC(Oc1cccc(Cl)c1)C(=O)Nc1cc(Cl)ccc1N1CCOCC1 (stereo unspecified)	2	-1.0	2	-1	-0.1	1	1	5	-2
3	Cc1ccc(OCCCC(=O)Nc2ccc(S(=O)(=O)Nc3cc(C)nc(C)n3)cc2)cc1	-1	-0.9	1	-1	0.4	8	-1	20	-8
4	Cc1ccc(OCC(=O)Nc2ccc(S(=O)(=O)Nc3onc(C)c3C)cc2)cc1	-1	2.3	0	-2	0.5	-8	-4	13	-2
5	COc1ccc(-c2ccc3nnc(SCC(=O)Nc4ccc(NC(C)=O)cc4)n3n2)cc1	-6	0.4	0	-4	0.2	2	-16	0	-38
6	Clc1ccc2c(c1)nc1n2CCCC1	2	0.4	2	7	-0.1	-1	1	7	8
7	Cc1cc(C)n(C(=O)/C(C#N)=N/Nc2cc(Cl)cc(Cl)c2)n1	1	-0.9	0	7	0.0	-1	1	9	2
8	CCOc1ccc(-c2nnc(SCC(=O)O)n2Cc2ccccc2)cc1	0	-4.1	0	-2	0.0	6	1	1	-8
9	Cc1cccc(C)c1NC(=O)CNc1ccccc1	-3	1.5	5	9	-0.2	6	-1	1	7
10	CCCNC(=O)CCn1cc(-c2ccc(OC)cc2)nc1-c1ccncc1	-5	1.6	0	3	-0.1	3	8	24	5
11	CCN(CC(=O)Nc1ccc(OC)cc1)C(=O)Cc1ccsc1	-5	.	0	-1	0.0	2	.	-4	-6
12	O=C(NNC(=O)C12CC3CC(CC(C3)C1)C2)c1csc(N2CCOCC2)n1	-1	0.2	6	2	0.2	7	-2	4	0
13	CCOc1ccc(C(C)=O)cc1N1C(=O)C2C3C=CC(C3=C(C)C)C2C1=O (stereo unspecified)	-5	-0.5	2	5	0.1	3	2	-10	5
14	COc1cc(Cl)ccc1OCc1cc(C(=O)N(C)CCc2cnn(C)c2)no1	0	-2.1	0	4	0.2	4	5	30	4
15	O=C(O)CSCC(=O)N1CCc2c([nH]c3ccccc23)C1C(F)(F)F (stereo unspecified)	1	2.1	1	5	-0.1	-6	-2	3	5
16	O=S(=O)(c1ccc(F)cc1)N1CCN(S(=O)(=O)c2cccs2)CC1	5	1.3	6	-1	0.4	2	0	0	4
17	Cc1ccc(C(N)=O)cc1S(=O)(=O)Nc1cccc(C)c1C	-2	0.5	2	-4	0.1	6	2	7	1
18	COc1ccc(-n2c(CN3CCN(Cc4ccccc4)CC3)nc3ccc([N+](=O)[O-])cc3c2=O)c(OC)c1	6	0.5	0	1	0.1	-2	1	2	-1
19	Cc1c(Cl)cccc1NC(=O)CNC(=O)c1ccc(F)cc1	-3	0.2	3	0	1.1	-3	-7	-11	-1
20	Cc1ccc(S(=O)(=O)N2[C@@H](c3ccc(Br)cc3)C(C(=O)O)=CC[C@H]2c2ccc(Cl)cc2)cc1	.	.	2	.	-0.7	3	.	38	.
21	C#CCSc1nc(=O)c2cccnc2n1-c1ccc(C)cc1	-4	-3.4	0	7	0.0	3	-3	8	4
22	O=C1OCCC1Sc1nc(-c2ccccc2)cs1 (stereo unspecified)	1	-0.3	0	4	0.0	-5	-2	6	4
23	O=S(=O)(c1ccc(OCC(O)CN2CCCCC2)cc1)N1CCOCC1 (stereo unspecified)	-1	1.4	2	6	0.0	2	-3	16	9
24	N#Cc1c(Nc2ccccc2)sc(C(=O)c2ccc(F)cc2)c1N	17	-0.7	0	7	0.1	9	5	14	7
25	COc1ccc(N2CCN(S(=O)(=O)CCNC(=O)/C=C/c3ccccc3)CC2)cc1	-4	-0.8	0	6	-0.1	1	0	1	5
26	O=C(Cc1cccc2ccccc12)Nc1cc(C(=O)O)cc(C(=O)O)c1	1	0.2	0	5	0.0	0	-3	2	8
27	CC(C)Nc1nc(SC(C)C(=O)Nc2ccccc2)nc(N(C)C)n1 (stereo unspecified)	3	-0.8	1	1	0.1	-2	3	13	-8
28	C[C@@H]1CN([C@@H](C)CO)C(=O)c2cc(NS(C)(=O)=O)ccc2O[C@@H]1CN(C)S(=O)(=O)c1ccccc1	.	.	2	.	-0.5	5	.	-14	.
29	C=C(C)[C@H]1CC=C(C)/C(=N/NC(=O)CNc2ccccc2OC)C1	6	2.4	1	10	-0.1	0	0	1	0
30	O=C(CC(c1ccccc1)c1cc(Cl)ccc1O)NCCCN1CCOCC1 (stereo unspecified)	.	-1.7	0	.	0.1	.	.	-3	.
31	O=C(Nc1ccc(S(=O)(=O)Nc2ccccc2)cc1)c1ccc(CN2CCOCC2)cc1	-4	-0.1	0	1	-0.1	-3	-3	24	6
32	O=C(c1ccco1)N1CCN(c2ncnc3scc(-c4ccccc4)c23)CC1	6	-1.0	3	-2	-0.1	-3	-2	13	-7
33	Cc1cc(C)c(S(=O)(=O)N2CCN(C(=O)c3cc(=O)[nH]c4ccccc34)CC2)c(C)c1	17	.	1	2	-0.2	-4	.	-9	-4
34	C/C(=N/NC(=O)c1ccc(C)s1)c1cccc(NC(=O)c2ccoc2C)c1	-5	-0.6	2	-1	-0.2	-3	-4	2	8
35	CC1CCC(NC(=O)CCS(=O)(=O)c2ccc3c(c2)NC(=O)C(C)S3)CC1 (stereo unspecified)	1	3.4	0	5	0.1	-1	1	5	-6
36	CCC(C(=O)NCCC(C)C)N(Cc1ccccc1Cl)C(=O)c1snc(C(N)=O)c1N (stereo unspecified)	2	-1.3	0	1	0.3	-6	-8	8	3
37	O=C(CSCc1ccc(F)cc1)NCc1ccco1	2	-0.9	0	1	0.0	10	0	4	-4
38	NC(N)=NC1=NC(=O)C(Cc2ccccc2)S1 (stereo unspecified)	1	.	3	5	0.1	6	-3	-15	7
39	Cc1ccc(F)cc1NC(=O)CCNC(=O)c1ccc([N+](=O)[O-])cc1	0	-2.3	0	-5	-0.1	-3	-1	1	-10
40	C=CCSc1nc(-c2ccc3c(c2)OCO3)cc(C(F)(F)F)c1C#N	-2	1.8	1	0	-0.2	7	0	-6	-4
41	CCOc1cc(/C=N\NC(=O)c2ccc(C)nc2)cc([N+](=O)[O-])c1O	-5	-1.6	0	2	0.6	-3	-1	0	3
42	Cc1cccc2sc(NC(=O)CCNS(=O)(=O)c3cccs3)nc12	-3	1.3	2	7	-0.1	-2	-1	-10	11
43	CC12C(=O)N(NC(=O)c3ccncc3)C(=O)C1C1C=CC2C1 (stereo unspecified)	1	0.1	18	-1	-0.5	4	0	11	-1
44	O=C(Nc1ccc(Cl)cc1)C1c2cccc[n+]2CC(=O)N1Cc1ccc2c(c1)OCO2 (stereo unspecified)	0	2.6	0	3	0.0	1	1	11	-22
45	Cc1nc(NCC2CCCO2)c2nnn(Cc3c(F)cccc3Cl)c2n1 (stereo unspecified)	1	0.0	1	3	-0.1	8	-3	10	3
46	O=C(CC12CC3CC(CC(C3)C1)C2)NCc1ccncc1	-1	0.4	0	4	-0.1	2	-2	1	2
47	CCCCNc1nc(N)nc(-c2cc(Cl)ccc2O)n1	0	0.2	2	6	-0.1	5	-3	8	1
48	O=C1/C(=C/c2ccc(O)cc2)SC(=S)N1Cc1cccnc1	-10	0.0	1	0	0.0	-18	-8	-228	3
49	CCN1CCN(C(=O)C23CCC(C)(C(=O)C2Br)C3(C)C)CC1 (stereo unspecified)	1	-1.6	0	6	-0.1	3	-1	-8	3
50	COC(=O)C1CSC(C(=O)OC)N1C(=O)Nc1ccccc1 (stereo unspecified)	-3	1.2	0	4	-0.1	4	1	-3	12
51	N#Cc1ccccc1OCC(=O)Nc1cccc(S(=O)(=O)N2CCCC2)c1	11	.	0	2	0.0	1	.	5	6
52	CC(Sc1ccc(Cl)cc1)C(=O)NCc1cccnc1 (stereo unspecified)	-3	1.4	2	7	-0.1	-3	2	5	0
53	CC1CC(C)CN(CCOCCSc2ccccc2)C1 (stereo unspecified)	-4	-0.7	1	7	0.0	2	-1	7	7
54	CC(/C=N/NC(=O)Cc1cccs1)=C\c1ccccc1	-3	2.1	5	4	-0.1	3	-2	18	-3
55	COc1ccc(CCn2c(C)c(C(C)=O)c(C(C)=O)c2C)cc1OC	3	-5.2	1	6	-0.1	2	3	8	11
56	O=C(/C=C/c1cn(-c2ccccc2)nc1-c1ccc2c(c1)OCCO2)NCCCN1CCOCC1	-7	-4.2	0	3	0.1	6	-2	-5	3
57	CC(C)(C)c1ccc(C(=O)N2CCNC(=O)C2CC(=O)Nc2ccc(F)cc2)cc1 (stereo unspecified)	3	0.4	0	-2	0.6	-2	-1	-11	0
58	CN1C(N)=NC(=O)/C1=C/c1ccc(OC(F)(F)F)cc1	0	-3.2	2	0	-0.2	6	4	-4	3
59	COc1ccccc1OCCCn1cc(C#N)c2ccccc21	4	-1.2	0	0	0.1	-5	1	12	0
60	O=C(COc1ccc2ccc(=O)oc2c1)N1CCN(C(=O)C2COc3ccccc3O2)CC1 (stereo unspecified)	0	-1.7	0	4	0.3	-3	-3	13	-1

Next section.
No.	structure	PME-1 primary	MEX-5 binding	GRK2 aptamer HTS	Bcl-xL primary	Efflux pump mplx	GLD-1 RNA inh	Fam108B counter	VLA-4 inh	MCL1-BIM inh
61	Cc1nc2cccc(C(=O)Oc3ccc([N+](=O)[O-])cc3)c2o1	0	-4.3	7	-16	0.0	2	0	0	0
62	O=C(O)CCCNC(=O)c1cccc(C(=O)NCCCC(=O)O)n1	-6	-2.7	4	1	0.1	2	2	9	1
63	CN(C(=O)COC(=O)c1cc(S(=O)(=O)N2CCOCC2)c(Cl)cc1Cl)C1CCS(=O)(=O)C1 (stereo unspecified)	-4	0.3	1	1	0.4	-2	0	3	4
64	O=C(CSc1nnc(CNC(=O)C23CC4CC(CC(C4)C2)C3)n1-c1ccccc1)Nc1ccc(F)cc1	4	-0.8	1	4	0.1	3	-4	15	-2
65	FC(F)(F)c1cc(-c2cccs2)n[nH]1	4	-0.5	2	5	0.0	5	-1	2	3
66	Cn1c(=O)c2c(nc(-n3ccnc3)n2Cc2ccccc2)n(C)c1=O	-2	-1.6	1	-2	0.4	-6	-2	12	-4
67	O=C(COC(=O)Cc1ccsc1)NNC(=O)c1ccccc1	.	.	5	.	-0.1	15	.	-6	.
68	COc1ccc(C2=Nn3c(nnc3-c3ccccc3Cl)SC2)cc1OC1CCOC1 (stereo unspecified)	.	.	0	.	-0.3	3	.	-6	.
69	CNC(=O)c1ccsc1NC(=O)c1coc2ccccc2c1=O	-40	-3.5	0	4	-0.1	-6	4	11	0
70	O=C(CSc1nnnn1-c1ccccc1)CC(=O)Nc1ccc(Cl)cc1	-9	0.1	0	-7	0.2	0	-6	8	-11
71	Cc1cnc(NS(=O)(=O)c2ccccc2)c(C)n1	1	1.8	0	-1	-0.1	5	-8	4	1
72	COc1cccc(C(=O)NN=C2CCCC2)c1	3	-0.7	9	1	-0.1	4	3	6	5
73	O=C(Nc1cc(Cl)c(Cl)cc1Cl)c1cccnc1	3	-1.6	2	1	0.1	-2	-2	-5	0
74	O=C(c1c(O)c2ccccc2oc1=O)C1CCC1	-6	0.5	0	2	0.0	9	7	0	-1
